# Bioassay records: PubChem BioAssay, The Scripps Research Institute Molecular Screening Center
# GPR151 activ: activators of human GPR151, primary screen, cell-based, PathHunter beta-arrestin, luminescence. G-protein coupled receptor 151 (Homo sapiens), Q8TDV0. PathHunter beta-arrestin GPR151 cells. activation, % at 11.2 µM. 1% of 650,000 active. AID 1508602, 2020; in the data active = activation above about 4.9%;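 note: 0% = median of compound wells and 100% = cells with positive control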
# Target sequence (Q8TDV0 whole entry, looked up): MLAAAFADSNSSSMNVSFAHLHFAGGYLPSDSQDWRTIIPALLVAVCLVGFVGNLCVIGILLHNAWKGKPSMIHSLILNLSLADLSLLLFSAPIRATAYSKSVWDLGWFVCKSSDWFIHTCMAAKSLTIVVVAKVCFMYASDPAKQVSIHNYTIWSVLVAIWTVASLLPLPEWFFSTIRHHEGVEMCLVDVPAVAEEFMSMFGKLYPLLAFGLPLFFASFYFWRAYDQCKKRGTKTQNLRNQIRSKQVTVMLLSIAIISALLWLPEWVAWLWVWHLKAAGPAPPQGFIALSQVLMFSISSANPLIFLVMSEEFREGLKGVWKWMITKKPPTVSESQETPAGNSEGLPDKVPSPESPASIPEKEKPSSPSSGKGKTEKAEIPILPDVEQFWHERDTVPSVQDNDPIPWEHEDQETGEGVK
# FBW7 act: FBW7 E3 ligase activators, primary screen, biochemical, AlphaScreen, human | normalized activity (activation), % at 26.1 µM | F-box/WD repeat-containing protein 7 (Homo sapiens), Q969H0 | AlphaScreen FBW7–phospho-cyclin E peptide binding, activator screen | 0.13% of 650,000 active; in the data active = normalized activity above about 1.9%;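 note: purified mutant Fbw7 with reduced substrate affinity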
# MITF primary: MITF inhibitors, primary screen, biochemical, AlphaScreen, human; inhibition, % at 2.6 µM; Microphthalmia-associated transcription factor (Homo sapiens), O75030; 0.91% of 650,000 active; AlphaScreen MITF homodimerization, bead proximity signal; in the data active = inhibition above about 50%;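 note: 0% = vehicle wells with protein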
# Target sequence (O75030 whole entry, looked up): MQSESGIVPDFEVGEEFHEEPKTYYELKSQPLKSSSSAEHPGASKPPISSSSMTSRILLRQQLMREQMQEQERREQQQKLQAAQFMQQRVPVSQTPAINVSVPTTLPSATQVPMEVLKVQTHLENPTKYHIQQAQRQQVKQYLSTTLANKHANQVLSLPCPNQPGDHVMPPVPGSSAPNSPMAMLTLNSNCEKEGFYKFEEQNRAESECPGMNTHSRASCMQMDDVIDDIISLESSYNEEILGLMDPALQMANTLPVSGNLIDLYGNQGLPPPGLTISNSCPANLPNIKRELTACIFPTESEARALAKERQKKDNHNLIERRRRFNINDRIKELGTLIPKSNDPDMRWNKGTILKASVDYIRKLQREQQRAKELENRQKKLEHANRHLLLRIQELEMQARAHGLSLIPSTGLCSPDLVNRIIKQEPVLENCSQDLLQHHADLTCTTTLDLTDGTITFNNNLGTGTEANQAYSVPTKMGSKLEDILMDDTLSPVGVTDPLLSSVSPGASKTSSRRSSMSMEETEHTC
# TEAD-YAP block: TEAD-YAP interaction inhibition, primary screen, TEAD-YAP interaction inhibitor project, luminescence, HEK-TIYL cells; inhibition, % at 9.12 µM; TEAD-Gal4/YAP UAS-luciferase luminescence; 1.4% of 640,000 active; AID 1259422, 2018; in the data active = inhibition above about 32%;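 note: 0% = median of test compound wells and 100% = reference inhibitor wells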
# * hit, by the source's call; nt = no result given.
SMILES,GPR151 activ,FBW7 act,MITF primary,TEAD-YAP block
Cc1nc2c(c(C)nn2C)c(C)c1CCC(=O)NC1CCCCCC1,2.2,-0.3,-7,4
O=C(/C=C/c1cccs1)Nc1cccnc1,-3.9,0.0,2,-51
O=c1[nH]c(N/N=C/c2ccccc2)nc2ccccc12,-3.5,-0.1,4,-51
COc1ccc2c(c1)C(=O)C(c1nc3ccccc3s1)C2=O (configuration not stated),-0.9,0.1,-1,-66
C#CCSc1nc2sc3c(c2c(=O)n1CC=C)CCC3,0.5,0.0,10,15
COc1ccc(/C=C2\N=C(c3ccc(Cl)c([N+](=O)[O-])c3)OC2=O)cc1,-0.6,0.2,-13,4
CN(CCN1CCCC1)c1cc(-c2ccnc(N)n2)ccc1NC(=O)C1COc2ccc(F)cc2C1 (configuration not stated),1.5,-0.5,3,-7
Cc1cccc(N(CC(=O)Nc2ccc(CC#N)cc2)S(=O)(=O)c2ccccc2)c1C,-0.6,0.0,6,-4
O=C(Cc1ccc(Cl)cc1)OCC(=O)c1c[nH]c2ccccc12,1.1,-0.2,-7,-1
CC(C)Cc1nc(SCC(=O)Nc2ccc(S(N)(=O)=O)cc2)n[nH]1,-0.7,0.0,-7,0
CCOc1ccc(/C=C2\N=C(c3ccc(-c4ccccc4)cc3)OC2=O)cc1,-0.2,0.5,7,-3
CCn1c2ccccc2c2cc(NC(=O)CSc3nnc(C)c(=O)[nH]3)ccc21,-0.1,0.0,1,4
COc1ccc(-c2ocnc2C(=O)NCCc2ccco2)cc1OC,-0.9,0.0,0,3
Cc1ccc(C(=O)COC(=O)CN2C(=O)C3CC=CCC3C2=O)cc1C (configuration not stated),1.1,0.0,14,1
CCOc1ccccc1C(=O)NC1CC(=O)N(c2ccc(C)c(C)c2)C1 (configuration not stated),-0.2,-0.1,14,43*
COc1ccccc1Nc1nc(N2CCOCC2)ncc1F,-1.1,-0.1,-8,1
CC1(C)NC(=O)N(CN2CCCCC2)C1=O,-0.7,0.6,9,3
O=C(O)c1ccc(CNCc2ccccc2[N+](=O)[O-])cc1,-5.0,-0.1,0,2
COc1ccc(C2=NN(C(=O)c3ccccc3)C(c3ccc(N(C)C)cc3)C2)cc1OC (configuration not stated),-0.3,0.0,9,-3
COc1ccc(C(=O)Nc2ccc3nn(-c4cccc(Cl)c4)nc3c2)cc1,-0.2,-0.1,3,1
Cc1ccc(CCN2CC(C(=O)N3CCC(Cc4ccccc4)CC3)CC2=O)cc1 (configuration not stated),-1.9,0.1,-3,4
COc1ccc(Cl)cc1NC(=O)/C=C/c1ccc(OC)c(OC)c1,0.3,0.9,7,-6
O=[N+]([O-])c1cc(CN2CCOCC2)c2cccnc2c1O,-1.4,-0.2,106*,13
CCC(CO)NCC(=O)Nc1ccc(I)cc1 (configuration not stated),-0.3,0.0,28,-8
CC(C)N1C(=O)c2ccc(C(=O)O)cc2C1=O,0.4,0.2,5,12
CCc1ccc(-n2c(CSc3nnc(COc4ccc(C5CCCCC5)cc4)n3-c3ccccc3)nc3ccccc3c2=O)cc1,-0.5,0.2,12,-9
CCOc1ccccc1NC(=O)CN(C)C1CCCCC1,0.5,0.0,-3,-6
Cc1ccc(NS(=O)(=O)c2ccc(N)cc2)cc1C,1.5,0.1,7,2
CCC(=O)Nc1ccccc1C(=O)NCCc1ccccc1,0.0,0.1,-6,-44
COc1ccccc1CNCc1c(C(=O)O)c(C)n(Cc2cc(C)ccc2C)c1C,0.1,0.1,6,-2
NS(=O)(=O)c1ccc(CCNC(=O)CSc2nc3ccccc3c(=O)n2CC2CCC(C(=O)NCc3ccco3)CC2)cc1 (configuration not stated),-1.4,-0.1,7,-4
COc1cccc(C2C(C#N)=C(N)N(c3ncn[nH]3)C3=C2C(=O)CC(C)(C)C3)c1OC (configuration not stated),-0.1,-0.1,0,4
O=C(N1CCCC1c1nc(-c2cnccn2)n[nH]1)C1(c2ccccc2)CCCC1 (configuration not stated),-0.7,-0.3,1,3
Fc1ccc(-n2cc(-c3ccccc3)c3c(NCCC4=CCCCC4)ncnc32)cc1,0.8,-0.1,0,-6
CCOC(=O)c1ccc(OC(=O)c2sc3ncn(CC)c(=O)c3c2C)cc1,-0.5,-0.1,-8,8
COc1cc(CN2CCNC(=O)C2CC(=O)NCc2cccnc2)cc(OC)c1 (configuration not stated),-1.0,0.1,21,-6
CCN(CC)S(=O)(=O)c1cc(C(C)C)c(C)cc1OC,-0.5,0.0,-6,-1
CC1=C(C(=O)OCCOc2ccccc2)C(c2cccc(Cl)c2)C2=C(CC(c3ccccc3)CC2=O)N1 (configuration not stated),0.8,1.7,13,15
CC(C)[C@@H](Cn1nc(-c2ccc(F)c(F)c2)ccc1=O)NC(=O)c1cnc(N(C)C)nc1,-0.8,0.4,16,-5
c1ccc2cc(-c3cnnc(N4CCOCC4)n3)ccc2c1,1.3,-0.1,13,-54
CC(C)c1ccc2oc(-c3ccc(NC(=O)c4cccs4)cc3)nc2c1,-1.2,0.7,3,-2
N#CSCC(=O)NS(=O)(=O)c1ccc(Cl)cc1,-0.1,0.2,11,0
CN1C(=O)/C(=C\C(=O)c2ccc(Br)s2)c2ccccc21,1.1,-0.1,9,-14
CCN(CC)CCCN(CC(=O)NC(c1ccccc1)c1ccccc1)C(=O)c1ccc(Cl)cc1,1.4,0.1,-10,-3
O=C1N/C(=C/c2cc(Br)ccc2O)C(=O)N1Cc1ccccc1F,0.3,0.0,3,13
O=S(=O)(c1ccccc1)c1nc(-c2ccc(Cl)cc2Cl)oc1NCc1ccccc1,0.3,-0.1,-2,1
Cc1ncc(CO)c(CNc2ccc(F)cc2)c1O,0.0,-0.1,-2,0
COC(=O)c1nc2n(n1)C(c1cccc(F)c1)C1=C(CCCC1=O)N2 (configuration not stated),0.7,0.0,6,1
O=C1NC(c2cc(I)ccc2Cl)=N/C1=C/c1ccc(Br)o1,-0.5,-0.1,40,-13
CCN(CC)Cc1cc(Nc2ccnc3cc(Cl)ccc23)ccc1O,-3.0,-0.1,-4,nt
COc1ccc(Nc2nc(N3CCN(c4ccccc4OC)CC3)nc3c2cnn3C)cc1,1.0,0.3,10,3
CN1C(=O)C2(c3ccccc31)C(C(=O)Nc1ccccc1Cl)CC1CCCN12 (configuration not stated),2.2,-0.2,2,-11
CCCN(CCC)C(=O)CCNS(=O)(=O)c1cc(Br)cnc1N,-0.9,-0.1,9,5
Cc1ccc(O)c(NC(=O)c2cccnc2Cl)c1,-1.4,-0.3,-2,-7
O=C(N/N=C/c1ccc([N+](=O)[O-])o1)c1cc(Cl)ccc1O,-0.1,0.1,13,2
Cn1cc(NC(=O)Nc2nc3ccccc3s2)c2ccccc2c1=O,-0.1,-0.2,3,-8
CCCOc1cc(C)c(S(=O)(=O)NCCOC)cc1C,0.3,-0.5,7,14
CC(C)OCCCNC(=O)CN1CCN(Cc2ccc(F)cc2Cl)C1=O,0.7,0.1,6,-4
CN(C)c1ccc(N/C=C2/CCCCC2=O)cc1,0.4,-0.3,-7,6
CCOC(=O)c1cnc2c(C)cc(C)cc2c1Nc1cccc(C(C)=O)c1,-0.2,0.2,3,0
# Other records follow:
SMILES,GPR151 activ,FBW7 act,MITF primary,TEAD-YAP block
N=c1oc2ccccc2cc1C(=O)Nc1nc2ccccc2s1,-0.5,0.1,-14,-3
CC(C)(C)C1(O)CC(C(F)(F)C(F)(F)F)=NN1C(=O)C1CC1 (configuration not stated),-0.3,0.4,6,-5
C=CCn1c(=NC(=O)C2CC2)sc2cc(F)ccc21,-0.2,-0.1,5,0
CCCC(=O)Nc1cccc(NC(=O)C(Cl)(Cl)Cl)c1,-0.5,0.0,-2,-5
Cc1cnnn1-c1ccc(C(=O)/C=C/c2ccccc2)cc1,-1.4,-0.1,-3,-19
O=C(NC(=S)Nc1ccc(F)cc1)C1CC1,-0.6,-0.2,-7,-2
Cc1ccccc1C(=O)NC1CCN(S(=O)(=O)c2cccc(Cl)c2)CC1,0.3,0.0,10,-8
COc1cc(OC)cc(C(=O)NNC(=O)c2ccc(SCc3cccc(F)c3)c([N+](=O)[O-])c2)c1,-1.5,-0.1,-3,0
CC1CCCCN1Cc1c(O)ccc2cc(-c3nc4ccccc4s3)c(=O)oc12 (configuration not stated),-0.3,0.4,-30,31
CC(=O)N1N=C(c2c(-c3ccccc3)c3cc(Cl)ccc3[nH]c2=O)CC1c1ccc(Cl)cc1 (configuration not stated),1.1,0.0,0,-2
O=C(NNC(=O)c1cc([N+](=O)[O-])cc([N+](=O)[O-])c1)c1cccc(Cl)c1,0.7,0.0,10,-2
CCOC(=O)C1=C(C)NC2=C(C(=O)CCC2)C1c1cc(OC)c(OC)cc1Br (configuration not stated),-1.3,0.2,1,0

# Given bar-delimited: 25 of the compounds above.
SMILES | GPR151 activ | FBW7 act | MITF primary | TEAD-YAP block
COC(=O)c1nc2n(n1)C(c1cccc(F)c1)C1=C(CCCC1=O)N2 (configuration not stated) | 0.7 | 0.0 | 6 | 1
O=C1NC(c2cc(I)ccc2Cl)=N/C1=C/c1ccc(Br)o1 | -0.5 | -0.1 | 40 | -13
CCN(CC)Cc1cc(Nc2ccnc3cc(Cl)ccc23)ccc1O | -3.0 | -0.1 | -4 | nt
COc1ccc(Nc2nc(N3CCN(c4ccccc4OC)CC3)nc3c2cnn3C)cc1 | 1.0 | 0.3 | 10 | 3
CN1C(=O)C2(c3ccccc31)C(C(=O)Nc1ccccc1Cl)CC1CCCN12 (configuration not stated) | 2.2 | -0.2 | 2 | -11
CCCN(CCC)C(=O)CCNS(=O)(=O)c1cc(Br)cnc1N | -0.9 | -0.1 | 9 | 5
Cc1ccc(O)c(NC(=O)c2cccnc2Cl)c1 | -1.4 | -0.3 | -2 | -7
O=C(N/N=C/c1ccc([N+](=O)[O-])o1)c1cc(Cl)ccc1O | -0.1 | 0.1 | 13 | 2
Cn1cc(NC(=O)Nc2nc3ccccc3s2)c2ccccc2c1=O | -0.1 | -0.2 | 3 | -8
CCCOc1cc(C)c(S(=O)(=O)NCCOC)cc1C | 0.3 | -0.5 | 7 | 14
CC(C)OCCCNC(=O)CN1CCN(Cc2ccc(F)cc2Cl)C1=O | 0.7 | 0.1 | 6 | -4
CN(C)c1ccc(N/C=C2/CCCCC2=O)cc1 | 0.4 | -0.3 | -7 | 6
CCOC(=O)c1cnc2c(C)cc(C)cc2c1Nc1cccc(C(C)=O)c1 | -0.2 | 0.2 | 3 | 0
N=c1oc2ccccc2cc1C(=O)Nc1nc2ccccc2s1 | -0.5 | 0.1 | -14 | -3
CC(C)(C)C1(O)CC(C(F)(F)C(F)(F)F)=NN1C(=O)C1CC1 (configuration not stated) | -0.3 | 0.4 | 6 | -5
C=CCn1c(=NC(=O)C2CC2)sc2cc(F)ccc21 | -0.2 | -0.1 | 5 | 0
CCCC(=O)Nc1cccc(NC(=O)C(Cl)(Cl)Cl)c1 | -0.5 | 0.0 | -2 | -5
Cc1cnnn1-c1ccc(C(=O)/C=C/c2ccccc2)cc1 | -1.4 | -0.1 | -3 | -19
O=C(NC(=S)Nc1ccc(F)cc1)C1CC1 | -0.6 | -0.2 | -7 | -2
Cc1ccccc1C(=O)NC1CCN(S(=O)(=O)c2cccc(Cl)c2)CC1 | 0.3 | 0.0 | 10 | -8
COc1cc(OC)cc(C(=O)NNC(=O)c2ccc(SCc3cccc(F)c3)c([N+](=O)[O-])c2)c1 | -1.5 | -0.1 | -3 | 0
CC1CCCCN1Cc1c(O)ccc2cc(-c3nc4ccccc4s3)c(=O)oc12 (configuration not stated) | -0.3 | 0.4 | -30 | 31
CC(=O)N1N=C(c2c(-c3ccccc3)c3cc(Cl)ccc3[nH]c2=O)CC1c1ccc(Cl)cc1 (configuration not stated) | 1.1 | 0.0 | 0 | -2
O=C(NNC(=O)c1cc([N+](=O)[O-])cc([N+](=O)[O-])c1)c1cccc(Cl)c1 | 0.7 | 0.0 | 10 | -2
CCOC(=O)C1=C(C)NC2=C(C(=O)CCC2)C1c1cc(OC)c(OC)cc1Br (configuration not stated) | -1.3 | 0.2 | 1 | 0

# The list goes on.
SMILES,GPR151 activ,FBW7 act,MITF primary,TEAD-YAP block
O=C(O)CNC(=S)Nc1ccccc1Br,-1.0,0.1,0,-1
S=c1[nH]nc(-c2cccnc2)n1/N=C/c1cccc(Br)c1,-1.7,-0.2,-17,-9
O=C(Cn1cnc2sc3c(c2c1=O)CCC3)Nc1ccc(F)cc1F,1.1,0.0,7,-20
O=C(CSCc1ccc(Cl)cc1Cl)Nc1ccccc1C(=O)O,0.2,-0.2,43,-56
CC(=O)c1ccc(NC(=O)c2noc(C(C)C)c2[N+](=O)[O-])cc1,-3.1,-0.1,-12,-34
O=C(NC1(C(F)(F)F)N=C2SCCN2C1=O)c1ccc(Cl)cc1 (configuration not stated),-0.2,0.6,8,17
O=C(O)CC(C(=O)O)N1C(=O)/C(=C/c2ccccc2F)SC1=S (configuration not stated),3.3,-0.5,1,7
CC(C)N(Cc1ccccc1)C(=O)C(=O)c1c[nH]c2ccccc12,0.1,0.0,-3,8
